# HIV Rev-RRE inh – HIV-1 Rev-RRE binding inhibitors, primary screen, biochemical, FRET, protein-RNA interaction. Rev peptide-RRE RNA binding. actives 0.79% (n = 97,000). inhibition, % at 8 µM. AID 704, 2007;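 active = inhibition above the screen-wide mean plus 3 SD, cut at about 35% in these data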;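 note: 0% = median DMSO wells and 100% = median Neomycin B control wells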
# Target sequence (P05866 whole entry, looked up): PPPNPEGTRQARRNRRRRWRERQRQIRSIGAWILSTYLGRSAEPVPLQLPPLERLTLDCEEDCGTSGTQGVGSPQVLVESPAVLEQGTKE
#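 Assay system: Labelled RRE RNA duplex and labelled Rev peptide | Times: 5 min preincubation and 15 min binding, 25 °C | Detection: FRET, ex 480 nm, em 540 and 671 nm | Evaluation: % inhibition of FRET ratio versus controls | Benchmarks: DMSO wells as 0% and neomycin B wells as 100% inhibition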
# Candida biofilm – clotrimazole potentiators killing Candida biofilms, primary screen, with clotrimazole, Alamar Blue. C. albicans biofilm + clotrimazole. inhibition, % at 6 µM. actives 0.14% (n = 85,000);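 active = inhibition above 20%; inactive = inhibition below 20%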;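 note: preformed 24 hr biofilms exposed to compound for 48 hr; 0% = biofilm without compound and 100% = blank killed by clotrimazole plus chlorhexidine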
# LYP inh 2 – PTPN22 phosphatase inhibitors, primary screen, biochemical, DiFMUP fluorescence, 2 µM; Tyrosine-protein phosphatase non-receptor type 22 (Homo sapiens), Q9Y2R2; recombinant LYP catalytic domain; inhibition, % at 2 µM; actives 0.21% (n = 96,000); AID 640, 2007;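 active = inhibition at 2 µM at or above a set limit, the screen mean plus 3 SD, cut at about 24% in these data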;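 note: 0% = DMSO with enzyme and 100% = enzyme fully blocked by orthovanadate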
# Target sequence (Q9Y2R2 whole entry, looked up, the tested form may be a part): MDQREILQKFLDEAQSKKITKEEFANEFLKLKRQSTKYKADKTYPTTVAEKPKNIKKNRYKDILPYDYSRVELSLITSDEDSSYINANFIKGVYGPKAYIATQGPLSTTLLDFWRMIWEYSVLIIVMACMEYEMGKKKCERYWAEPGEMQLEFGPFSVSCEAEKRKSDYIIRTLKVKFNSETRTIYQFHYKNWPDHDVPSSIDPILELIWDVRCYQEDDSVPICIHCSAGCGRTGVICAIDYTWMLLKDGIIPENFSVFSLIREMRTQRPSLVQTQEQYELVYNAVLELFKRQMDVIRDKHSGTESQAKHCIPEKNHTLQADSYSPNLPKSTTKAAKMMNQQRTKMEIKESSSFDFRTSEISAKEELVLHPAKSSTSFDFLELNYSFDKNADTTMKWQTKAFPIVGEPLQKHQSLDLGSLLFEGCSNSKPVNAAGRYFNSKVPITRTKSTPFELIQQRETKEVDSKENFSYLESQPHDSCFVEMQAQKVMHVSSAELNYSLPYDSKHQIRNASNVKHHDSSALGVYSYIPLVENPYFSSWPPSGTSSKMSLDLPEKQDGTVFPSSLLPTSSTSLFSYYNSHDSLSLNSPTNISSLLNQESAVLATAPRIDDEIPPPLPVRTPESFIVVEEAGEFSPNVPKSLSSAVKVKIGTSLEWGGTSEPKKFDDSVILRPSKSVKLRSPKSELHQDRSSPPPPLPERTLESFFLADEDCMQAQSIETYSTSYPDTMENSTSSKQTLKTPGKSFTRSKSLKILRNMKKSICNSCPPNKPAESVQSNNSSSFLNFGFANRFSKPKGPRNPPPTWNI
# PLK1 PBD inh – Plk1 polo box domain binding inhibitors, primary screen, biochemical, fluorescence polarization; actives 0.13% (n = 97,000); inhibition, %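 (tested at about 20 µM)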; Plk1 PBD phosphopeptide binding; AID 693, 2007; in the data active = inhibition above about 34%, passing the limit was not always enough
# CYP2C9 inhib – blockers of cytochrome P450 2C9 activity – biochemical, luminescence, ADME assay, primary screen | actives 20% (n = 96,000) | CYP2C9 Supersomes, luciferin-H conversion | inhibition, % at 5 µM | P11712;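 active = blocking of liver enzyme CYP2C9 beyond about 50% at 5 µM, limit read from the data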; note: values of inactives mirror those of a sister screen read the other way
# LYP act – LYP phosphatase activators, primary screen, biochemical, DiFMUP fluorescence, 2 µM; activation, % at 2 µM; Tyrosine-protein phosphatase non-receptor type 22 (Homo sapiens), Q9Y2R2; actives 0.11% (n = 96,000); recombinant LYP; 0 = plate median, 100 = signal doubled;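 active = activation at 2 µM above a set limit, the mean plus 5 SD, cut at about 37% in these data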
# CYP2C9 act – human CYP2C9 activators, primary screen, biochemical, luminescence; Cytochrome P450 2C9 (Homo sapiens), P11712; recombinant CYP2C9, luciferin-H conversion; active compounds read high; factor 1 = untreated enzyme, 0 = blocked; activation factor at 5 µM; actives 1.4% (n = 96,000);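 active = activation factor of 2 or more for CYP2C9 at a 5 µM dose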;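 note: 0 = sulfaphenazole-blocked wells and 1 = vehicle-only wells; values of inactives mirror those of a sister screen read the other way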
# PLK1 kinase inh – human PLK1 kinase inhibitors, primary screen, biochemical, TR-FRET; recombinant PLK1 kinase, TR-FRET peptide phosphorylation; inhibition, % at 10 µM; actives 0.53% (n = 97,000); AID 619, 2007;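 active = inhibition of 50% or more in the single-concentration screen; inactive = inhibition below 50%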;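 note: 0% = DMSO max control and 100% = H-89 dihydrochloride min control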
# EphB4 ephrin blk – EphB4-ephrin-B2 interaction antagonists, primary screen, biochemical, TNYL-RAW peptide probe, fluorescence polarization. actives 0.15% (n = 97,000). AID 720, 2007. inhibition, % at 7 µM. Ephrin type-B receptor 4 (Homo sapiens), P54760. EphB4 LBD / TNYL-RAW-Alexa532 peptide;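 active = inhibition above the screen-wide mean inhibition plus 3 SD, cut at about 15% in these data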;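 note: 0% = DMSO wells and 100% = excess unlabeled TNYL-RAW peptide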
# Numbers without * were called inactive; x = no result given; & = joins results of further samples.
# Second line of a record: HIV Rev-RRE inh	Candida biofilm	LYP inh 2	PLK1 PBD inh	CYP2C9 inhib	LYP act	CYP2C9 act	PLK1 kinase inh	EphB4 ephrin blk
CCC(C)Sc1nc2c(cnn2-c2ccc(C)cc2)c(=O)[nH]1 (stereo not drawn)
  5	12	-3	19	12	2	0.9	-4	3
Cc1ccc(S(=O)(=O)N2CC(O)CC2C(=O)Nc2ccc3c(c2)CCC3)cc1 (stereo not drawn)
  7	5	-2	13	30	0	0.7	-1	5
CCOC(=O)Nc1ccc2c(c1)N(C(=O)CN1CCN(C)CC1)c1ccccc1S2
  7	x	3	3	22	-6	0.8	-7	-3
Cc1ccc(-n2c(C)nnc2SCC(=O)N2CCc3ccccc3C2)cc1C
  9	x	6	-6	x	-4	x	-6	-3
COc1ccc(NC(=O)CN2CCC(n3c(C)nc4cc(F)ccc43)CC2)c(OC)c1
  -4	4	9	-3	19	-9	0.8	2	1
CCn1c(SC(=O)NC2CCCCC2)nnc1-c1cccs1
  1	x	-20	-22	25	17	0.8	0	-9
CC1CC/C(=C\c2ccc3c(c2)OCO3)C(=O)/C1=C/c1ccc2c(c1)OCO2 (stereo not drawn)
  20	x	-14	-14	33	18	0.7	-20	-3
O=C(Cn1cnc2c(nnn2Cc2ccccc2F)c1=O)OCc1ccccc1
  1	1	-14	-3	-9	10	1.1	1	-7
CC(=O)Oc1ccc(NC(=O)C2CCCCC2)c(C(=O)O)c1
  2	5	3	-16	5	-4	0.9	-8	-5
CCCCn1c(N)c(Sc2ccccc2)c(=O)[nH]c1=O
  14	-4	2	2	13	1	0.9	-7	7
COC(=O)C(NC(=O)c1ccc(F)cc1)(Nc1ncc(S(=O)(=O)c2ccc([N+](=O)[O-])cc2)s1)C(F)(F)F (stereo not drawn)
  10	x	9	-14	88*	-5	0.1	-12	1
CCOC(=O)c1ccccc1NC(=O)Cn1cnc2c1c(=O)n(C)c(=O)n2C
  -1	10	-8	20	28	6	0.7	-10	2
Cc1ccc(NC(=O)CN(C)C(=O)CN2C(=O)NC(C)(c3ccccc3)C2=O)cc1 (stereo not drawn)
  -2	x	-4	-24	12	0	0.9	-3	-12
Cc1cccc(NC(=S)NNC(=O)c2csc3c2CCCC3)c1
  -1	x	4	5	-13	-1	1.1	-12	1
CN1c2ccccc2-c2nc3ccccc3n2C1c1ccncc1 (stereo not drawn)
  2	2	1	-9	95*	-3	0	-7	6
O=C(Cn1nnc2ccccc2c1=O)N1CCCc2ccccc21
  5	9	0	-20	7	0	0.9	-17	0
COc1ccc(OC)c(NC(=O)CSc2nnc(-c3ccco3)n2-c2ccccc2)c1
  8	7	-2	1	17	1	0.8	-13	-11
CN1CCc2c(c3c(n2C)CCN(C)[C@H]3c2ccccc2F)[C@@H]1c1ccccc1F
  -1	x	2	-9	27	2	0.7	1	0
O=C(Nc1cccc2ncccc12)c1ccc(-c2ccc(Br)cc2)o1
  1	x	-2	-15	7	6	0.9	-4	7
Fc1ccc(Sc2nc(-c3ccccc3)nnc2C(F)(F)F)cc1
  12	x	3	-14	38	0	0.6	3	-2
COc1ccc(C2=Nn3c(nnc3-c3ccncc3)SC2)cc1
  3	7	8	-7	56*	-7	0.4	19	0
Cn1c(SCC(=O)c2ccccc2)nc2cccnc21
  2	6	-4	-19	43	0	0.6	-2	-2
CCCCNc1c([N+](=O)[O-])cc(C)cc1[N+](=O)[O-]
  10	x	4	-10	20	-3	0.8	-20	-2
Cc1ccccc1OCC(O)Cn1c(NCc2ccccc2)nc2c1c(=O)[nH]c(=O)n2C (stereo not drawn)
  -5	8	-4	29	10	6	0.9	-6	-7
COc1ccc(N2CCN(Cc3nc(-c4ccc(Cl)cc4Cl)no3)CC2)cc1
  -3	-2	-5	-3	x	0	x	-10	-5
Cc1cc(F)c(F)c(C(=O)NC2CC2)c1Cl
  7	2	1	-9	-19	-4	1.2	-22	5
CC(C)(C)c1ccc(OCC(=O)NCCN2CCCC2)cc1
  2	0	14	-19	-18	-12	1.2	-12	-3
O=C(c1ccco1)N1CCN(C(=O)c2ccccc2OC(=O)C23CC4CC(CC(C4)C2)C3)CC1
  6	0	-10	-34	65*	12	0.3	-12	10
Cn1nc(C(F)(F)F)c(C#N)c1N1CCN(c2ccc(F)cc2)CC1
  17	6	5	-9	82*	-4	0.2	-14	4
COc1ccc(Cc2nc(C(=O)Nc3ccccc3)cs2)cc1
  10	3	1	32	90*	0	0.1	-9	1
COc1ccc(CN2c3cc(S(=O)(=O)N4CCOCC4)ccc3N3CCCC32)cc1 (stereo not drawn)
  1	6	4	15	10	0	0.9	-5	-4
CCc1cc2c(-n3nc(C)cc3C)ncnc2s1
  1	6	8	-1	x	-9	x	-12	-3
CSCCC(NC(=O)c1occc1C)C(=O)O (stereo not drawn)
  8	5	-6	8	-24	5	1.2	-8	-4
O=C(CSc1ncnc2c1oc1ccccc12)Nc1cccc(C(F)(F)F)c1
  1	10	-21	7	4	16	1	-35	-4
Cc1noc(C)c1C(=O)NCc1ccccc1
  9	2	4	-18	-15	-2	1.1	-11	3
Cc1ccc(C(=O)Nc2ccccc2SCC2CSc3nc4ccccc4c(=O)n32)cc1 (stereo not drawn)
  2	x	-7	18	33	4	0.7	-14	-10
CCOC(=O)N1CCN(S(=O)(=O)c2cccc3ccc(C)nc23)CC1
  -5	10	-4	20	-69	7	1.7	-10	-6
CN(C)Cc1cc(CN(C)C)c(O)c(CCc2ccccc2)n1
  -1	4	-17	3	2	13	1	-5	-8
CS(=O)(=O)Nc1ccc2c(c1)C(=O)OC2
  11	x	2	-1	-12	-2	1.1	-5	-3
N/C(=N\OC(=O)Cc1ccc(-c2ccccc2)cc1)c1ccccn1
  5	6	-6	-7	x	7	x	-6	-1

# Compounds listed so far containing two or more sulfur atoms:
# Second line of a record: HIV Rev-RRE inh	Candida biofilm	LYP inh 2	PLK1 PBD inh	CYP2C9 inhib	LYP act	CYP2C9 act	PLK1 kinase inh	EphB4 ephrin blk
CCn1c(SC(=O)NC2CCCCC2)nnc1-c1cccs1
  1	x	-20	-22	25	17	0.8	0	-9
COC(=O)C(NC(=O)c1ccc(F)cc1)(Nc1ncc(S(=O)(=O)c2ccc([N+](=O)[O-])cc2)s1)C(F)(F)F (stereo not drawn)
  10	x	9	-14	88*	-5	0.1	-12	1
Cc1cccc(NC(=S)NNC(=O)c2csc3c2CCCC3)c1
  -1	x	4	5	-13	-1	1.1	-12	1
Cc1ccc(C(=O)Nc2ccccc2SCC2CSc3nc4ccccc4c(=O)n32)cc1 (stereo not drawn)
  2	x	-7	18	33	4	0.7	-14	-10

# Next part:
# Second line of a record: HIV Rev-RRE inh	Candida biofilm	LYP inh 2	PLK1 PBD inh	CYP2C9 inhib	LYP act	CYP2C9 act	PLK1 kinase inh	EphB4 ephrin blk
CC(=O)N1CCc2cc(Br)cc(S(=O)(=O)NCCN3CCCCC3C)c21 (stereo not drawn)
  -3	4	8	8	2	-9	1	-5	15
Cc1cccc(-c2cc3nc(C)cc(N4CC(C)CC(C)C4)n3n2)c1 (stereo not drawn)
  10	9	6	0	x	-5	x	-3	-2
C#CCOc1ccc(Cl)cc1/C=N/O
  0	x	-5	14	45	2	0.6	-1	-7
CCC(C)NCCOc1ccc(Br)cc1 (stereo not drawn)
  1	10	2	3	8	-1	0.9	5	-12
c1ccc(OCCCn2nnc(-c3cccnc3)n2)cc1
  1	0	11	-4	45	-6	0.5	0	-4
COCCOC(=O)c1c(C)oc2ccc(OC(=O)COc3c(F)c(F)c(F)c(F)c3F)cc12
  11	-3	-5	20	-5	-2	1.1	-5	3
Cc1cccc(-n2nc3c(c2NC(=O)c2ccco2)CSC3)c1C
  -4	x	3	-1	42	-4	0.6	-5	-2
COc1c2ccoc2nc2c(OC)cccc12
  3	2	2	-2	-5	0	1.1	-15	-1
CCCC(c1nnnn1Cc1cccs1)N1CCN(c2ccc(OC)cc2)CC1 (stereo not drawn)
  -2	2	1	16	35	2	0.6	-8	7
O=C(CCn1c(=O)c2ccccc2n(Cc2cccnc2)c1=O)NCc1ccc2c(c1)OCO2
  9	7	6	-6	69*	-9	0.3	-11	2
COc1ccccc1N1CCN(CCCOc2ccc(F)cc2)CC1
  4	-1	4	10	-30	-4	1.3	-9	4
COc1ccccc1NC(=O)C1CCCN1C(=O)NCc1ccccc1 (stereo not drawn)
  3	0	-4	-8	-39	4	1.4	3	-4
CC(Sc1ccc2ccccc2n1)C(=O)O (stereo not drawn)
  2&0	8	-4&3	-4&3	4&0	4&-1	1&1	-23&-25	-7&1
O=C(CCCN1C(=O)c2ccccc2C1=O)NCC1CCCO1 (stereo not drawn)
  2	6	-1	-11	-2	5	1	-4	6
CCN(CC)C(=O)Cn1nc(-c2ccccc2O)nc1SCC(=O)Nc1ccc(OC)cc1
  7	-2	5	-2	69*	-6	0.3	2	-4
COC(=O)CCC(=O)Nc1ccc(S(=O)(=O)N2CCCCCC2)cc1
  9	x	2	-1	43	1	0.6	-15	5
COc1ccccc1CC(=O)Nc1ccc(-c2noc(COc3ccc(Br)cc3)n2)cc1
  5	0	-12	-14	3	13	1	-7	3
Cc1nc(SCc2c(F)cccc2Cl)c2c(=O)n(C)c(=O)n(C)c2n1
  11	6	6	1	29	-7	0.7	-21	-3
CCCCN(CC)CCCNC(=O)CC1Nc2ccccc2NC1=O (stereo not drawn)
  6	-1	-2	-30	-2	-1	1	-9	-2

# No new results follow: an excerpt of the list.
# Second line of a record: HIV Rev-RRE inh	Candida biofilm	LYP inh 2	PLK1 PBD inh	CYP2C9 inhib	LYP act	CYP2C9 act	PLK1 kinase inh	EphB4 ephrin blk
CC(=O)N1CCc2cc(Br)cc(S(=O)(=O)NCCN3CCCCC3C)c21 (stereo not drawn)
  -3	4	8	8	2	-9	1	-5	15
Cc1cccc(-c2cc3nc(C)cc(N4CC(C)CC(C)C4)n3n2)c1 (stereo not drawn)
  10	9	6	0	x	-5	x	-3	-2
C#CCOc1ccc(Cl)cc1/C=N/O
  0	x	-5	14	45	2	0.6	-1	-7
CCC(C)NCCOc1ccc(Br)cc1 (stereo not drawn)
  1	10	2	3	8	-1	0.9	5	-12

# Source: PubChem (several laboratories)

# Rows were taken by chance. About 20% of those tested had a hit in this group.
